ABCB6 inh 2: inhibitors of human ABC transporter ABCB6; Q9NP58; K562-ABCB6 porphyrin accumulation, flow cytometry, 1 h; active compounds read low; fluorescence ratio to DMSO, % at 10 µM; 360,000 tested, 0.19% active;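 active = fluorescence ratio to DMSO below 75%, the collection mean minus 3 SD; inconclusive = too few cells collected in the well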;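 note: signal is porphyrin accumulated inside mitochondria; 100% equals median channel fluorescence of DMSO control wells; lower ratio means ABCB6 inhibition with less porphyrin fluorescence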
aDG glyco act: alpha-DG glycosylation activation. Pro5-aDG cells, alpha-DG glycosylation AlphaScreen (IIH6); 0% Pro5, 100% B10-LARGE cell signal. 360,000 tested, 0.22% active. activation, % at 10 µM;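 active = activation of at least 8% versus controls, or a plate z-score of at least 8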;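 note: Pro5 are CHO cells carrying HIG-tagged alpha-DG that lacks glycosylation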
hiPSC survival: increases survival of single human iPS cells; hiPSC single-cell survival, ATPlite luminescence; 100% = ROCK inhibitor wells, 0% = DMSO; 360,000 tested, 0.044% active; survival enhancement, % at 20 µM; AID 602274; in the data active = survival enhancement above about 18%;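 note: cells exposed to compounds for 16 hours before the ATP read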
H9c2 protect: myocardial damage modulation in H9c2 cells. H9c2 cardiomyocytes, H2O2 injury protection, ATPLite, 2 h. protection from H2O2 cell death, % at 20 µM. 360,000 tested, 0.63% active. AID 588492;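 active = compounds giving at least 50% protection of heart cells from peroxide-induced death in the single-dose screen, raw or plate-pattern-corrected value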;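 note: 0% = DMSO wells with peroxide and 100% = DMSO wells without peroxide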
HTR2A ag: activates the mouse 5-HT2A serotonin receptor. P35363. CHO-K1 mHTR2A beta-arrestin complementation, luminescence; percent of 30 µM serotonin response. activation, % at 7.6 µM. 360,000 tested, 0.66% active. AID 624169;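 active = activation above a run cutoff, the mean activation of all tested compounds plus 3 SD, cut at about 14% in these data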;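 note: 0% = plate median of compound wells and 100% = 30 µM serotonin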
Target sequence (P35363 whole entry, looked up): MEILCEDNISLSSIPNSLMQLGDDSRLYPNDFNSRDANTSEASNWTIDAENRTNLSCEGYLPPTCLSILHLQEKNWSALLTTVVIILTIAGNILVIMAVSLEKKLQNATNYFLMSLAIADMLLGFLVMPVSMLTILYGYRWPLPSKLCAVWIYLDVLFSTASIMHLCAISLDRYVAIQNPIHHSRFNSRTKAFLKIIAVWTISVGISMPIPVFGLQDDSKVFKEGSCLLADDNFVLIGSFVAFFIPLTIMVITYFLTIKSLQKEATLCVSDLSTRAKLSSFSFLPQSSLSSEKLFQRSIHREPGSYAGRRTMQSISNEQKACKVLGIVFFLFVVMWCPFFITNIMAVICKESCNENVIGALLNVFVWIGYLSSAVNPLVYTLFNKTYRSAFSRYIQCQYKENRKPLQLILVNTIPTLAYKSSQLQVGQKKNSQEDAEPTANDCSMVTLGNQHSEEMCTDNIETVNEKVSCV
N-glyco inh: blocks N-linked glycosylation in D54 reporter cells; D54 ERlucT glycosylation luciferase reporter, 24 h; percent of 100 nM tunicamycin response; reporter increase, % at 12.5 µM; 360,000 tested, 0.23% active;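 active = mean luciferase reporter signal, scaled so untreated is 0 and the glycosylation-blocking control 100, at or above a set limit in every replicate; inconclusive = mean reaches the limit but not every replicate does; inactive = mean below the limit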;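 note: luciferase carries N-glycosylation sites so blocking glycosylation raises the light; 0% = median of neutral control wells and 100% = median of 100 nM tunicamycin wells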
MC4R barr agon: human MC4R agonism via beta-arrestin. P32245. U2OS MC4R beta-arrestin complementation, luminescence; percent of melanotan II response, DMSO zero. 360,000 tested, 0.98% active. activation, % at 8.9 µM. AID 540308;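 active = activation above a per-plate cutoff, the mean activation of sample wells on that plate plus 3 SD, cut at about 8% in these data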
Target sequence (P32245 whole entry, looked up): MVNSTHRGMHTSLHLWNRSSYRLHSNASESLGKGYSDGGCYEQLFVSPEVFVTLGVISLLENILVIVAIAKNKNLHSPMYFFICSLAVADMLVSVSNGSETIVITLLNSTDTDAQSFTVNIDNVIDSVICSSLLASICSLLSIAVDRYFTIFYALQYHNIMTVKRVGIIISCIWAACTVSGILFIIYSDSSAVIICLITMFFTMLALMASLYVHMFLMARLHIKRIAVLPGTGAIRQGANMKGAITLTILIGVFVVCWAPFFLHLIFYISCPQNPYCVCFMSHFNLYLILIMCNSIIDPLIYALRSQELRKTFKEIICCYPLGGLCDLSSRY
MC4R antag cAMP: antagonists of human melanocortin 4 receptor (MC4R); P32245; MC4R-expressing cells, MTII-stimulated cAMP, LANCE TR-FRET; inhibition, % at 6.5 µM; 360,000 tested, 0.48% active;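 active = inhibition above its plate's cutoff, the mean of tested wells on that plate plus 3 SD, cut at about 29% in these data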;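 note: 0% = Melanotan II alone and 100% = Melanotan II plus saturating MCL0020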
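System: U2OS cells stably expressing human melanocortin 4 receptor (MC4R). Reagent: Melanotan II challenge after compound preincubation. Doses: 6.5 µM. Times: 30-min compound, 1-h challenge, 1-h detection, room temperature. Measured by: TR-FRET with Eu-cAMP and labeled anti-cAMP, 671 nm. Replicates: singlicate.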
ABHD5 PLIN5 PPI: ABHD5-PLIN5 protein interaction inhibition. Q00G26+Q8WTS1. Split G. princeps luciferase complementation, luminescence, 4 h. inhibition, % at 4 µM. AID 602281. 360,000 tested, 0.78% active;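 active = inhibition above the mean inhibition across every tested compound plus 3 SD, cut at about 22% in these data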;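 note: 0% = DMSO only wells and the 100% control is not disclosed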
Granule exo inh: blocks lytic granule exocytosis. TALL-104 LAMP-1 surface exposure, flow cytometry; cells stimulated with thapsigargin and PMA. inhibition, % at 10 µM. 360,000 tested, 0.66% active;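 active = inhibition above about 55%, limit read from the data; inconclusive = no clear call, values can overlap the other calls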
* = called active by the depositor; ? = inconclusive.

SMILES | ABCB6 inh 2 | aDG glyco act | hiPSC survival | H9c2 protect | HTR2A ag | N-glyco inh | MC4R barr agon | MC4R antag cAMP | ABHD5 PLIN5 PPI | Granule exo inh
Cc1cc(C)c(S(=O)(=O)NNC(=O)C2CCN(Cc3ccccc3)CC2)c(C)c1 | 101.0 | 0.6 | -1.1 | 1.0 | 0.1 | -1.8 | -0.9 | 1.8 | 8.8 | -0.3
O=C(O)c1cc(S(=O)(=O)NC2CCCc3ccccc32)ccc1O (stereo not drawn) | 102.0 | -0.2 | -0.3 | -3.3 | 4.5 | 3.9 | 3.4 | 2.8 | 8.7 | -17.5
CCOC(=O)c1ccc(N2Cc3ccccc3C2)cc1O | 92.0 | 1.4 | -1.9 | -8.1 | 5.7 | -0.5 | -1.3 | 0.6 | 3.1 | 0.8
CCC(=O)c1ccc(OCC(=O)N2CCN(C(=O)c3ccccc3)CC2)cc1 | 102.0 | -0.2 | 1.0 | 7.1 | 0.8 | 2.0 | -0.8 | 4.2 | -5.2 | -8.0
CCOC(=O)CC1C(=O)NCCN1C(=O)NC1CCCCC1 (stereo not drawn) | 98.0 | 0.0 | 1.8 | 2.6 | -2.3 | -1.2 | -1.9 | -0.9 | -5.0 | 2.7
COc1ccc(-c2nc3n(c2C)Cc2ccccc2-3)cc1 | 105.0 | 2.2 | -0.1 | -8.7 | 4.0 | -6.1 | 0.8 | 11.0 | 3.7 | 2.1
Cc1cc(OCC[N+]2(C)CCCCC2)nc2ccccc12 | 97.0 | 0.2 | -0.4 | 0.6 | -1.6 | -1.0 | 0.3 | 16.3 | 3.9 | -6.3
CN(C)/C=C(\C#N)S(=O)(=O)c1ccccc1 | 85.0 | 0.1 | -2.0 | 0.1 | -8.4 | 0.2 | -2.5 | 1.4 | 2.2 | -0.7
CC(=O)c1cccc(-c2ccnc3c2CC(C(=O)NCCc2ccccc2)O3)c1 (stereo not drawn) | 106.0 | 0.1 | -4.7 | 5.3 | -1.3 | ? | -0.1 | -24.8 | -0.9 | 14.6
COc1cccc(N2CCN(CC(=O)NC(=O)NC3CCCCC3)CC2)c1 | 97.0 | 0.2 | 2.0 | -8.0 | -5.8 | -0.1 | 1.3 | -0.5 | -2.9 | -2.4
O=C(Nc1ccccc1Cl)N(Cc1nc2ccccc2c(=O)[nH]1)Cc1cccs1 | 103.0 | 0.3 | 5.0 | 44.7 | 6.2 | -1.8 | 2.7 | -0.9 | -1.5 | 3.3
Cc1nc(CSc2ccc(Br)cc2)cs1 | 99.0 | 0.1 | -0.6 | -3.1 | 8.6 | -0.5 | 0.5 | 15.3 | 9.3 | 5.6
COC(=O)c1c(-c2c(Cl)cccc2Cl)noc1NC(=O)N(C)C | 97.0 | 0.3 | -0.3 | -1.2 | 3.2 | 2.6 | -2.4 | 1.0 | -3.8 | -0.3
CSc1ccccc1NC(=O)CNCCCN1CCOCC1 | 98.0 | -0.1 | 0.2 | -4.5 | -4.3 | 1.2 | -2.5 | -4.6 | -2.2 | 1.1
CCc1ccc(NC(=O)/C(C#N)=C\c2ccc(OC)c(C(=O)O)c2)cc1 | 95.0 | -0.2 | 2.9 | 7.2 | -5.0 | 1.5 | -3.4 | 15.4 | 7.6 | 1.0
COCCOC(=O)C1=C(C)NC2=C(C(=O)CCC2)C1c1cc2c(cc1Br)OCO2 (stereo not drawn) | 99.0 | -0.1 | -0.8 | 2.4 | 13.1 | 1.2 | -0.1 | 5.0 | 8.4 | 0.3
CCCOc1c(OC)cccc1C1CC(=O)Nc2cc(OC)c(OC)c(OC)c21 (stereo not drawn) | 99.0 | -0.3 | 3.5 | 1.4 | 4.8 | 1.3 | 2.8 | -4.2 | 6.3 | -0.1
N#Cc1ccccc1NC(=O)COc1ccc2c(c1)OCO2 | 96.0 | 0.1 | 0.6 | -1.1 | 6.1 | -3.2 | -0.7 | 4.3 | -6.7 | 5.8
CN(CC(=O)Nc1ccccc1Cl)C(=O)COC(=O)c1cnccn1 | 92.0 | 0.1 | -0.5 | 3.1 | -1.8 | 0.7 | -3.7 | 0.8 | -3.0 | -2.5
COCCSc1nnc(NC(=O)C2CC(=O)N(c3ccccc3)C2)s1 (stereo not drawn) | 97.0 | -0.3 | 1.1 | 7.6 | 2.0 | 4.0 | -2.3 | -0.7 | 2.1 | -0.8
CCOc1ccc(S(=O)(=O)N2CCC(C(=O)N3CCCC3)CC2)cc1C | 94.0 | 0.3 | -0.6 | -12.7 | 4.5 | 3.5 | 0.6 | -7.4 | -4.0 | 13.9
c1ccc2sc(NCC3CCCO3)nc2c1 (stereo not drawn) | 95.0 | -0.2 | 0.6 | -13.7 | -1.7 | -1.8 | -3.4 | 16.0 | 10.7 | 2.7
CCOC(=O)c1ccccc1NC(=O)Cc1c(C(=O)O)n(C)c2ccccc12 | 98.0 | -0.1 | -0.1 | 7.7 | 1.0 | 1.9 | -1.6 | 11.0 | -3.0 | -1.7
O=C(COc1ccc(Cl)cc1)Nc1ccc2c(c1)CCC2 | 97.0 | 0.0 | 2.2 | -8.3 | 2.0 | 2.4 | 2.6 | 2.3 | -10.2 | -13.2
CC(=O)c1cccc(NC(=O)CSc2nnc(C(C)N(C)C)n2-c2ccc(F)cc2)c1 (stereo not drawn) | 97.0 | 0.0 | -0.5 | 9.6 | -0.1 | 4.8 | -1.1 | 4.5 | -2.2 | -2.9
COc1cc(/C=C/C(=O)OCC(=O)NCc2ccco2)ccc1O | 93.0 | -0.3 | 0.1 | 1.7 | -2.3 | 7.8 | -3.3 | -13.1 | 7.2 | 0.8
CCOc1ccc2nc(SCC(=O)N(CC(C)C)c3c(N)n(Cc4ccccc4)c(=O)[nH]c3=O)[nH]c2c1 | 93.0 | -0.1 | -0.5 | 1.1 | -6.2 | -1.4 | -2.8 | 3.9 | 1.1 | -8.6
O=C(Nc1ccc(F)cc1F)c1ccc(-n2cncn2)nc1 | 100.0 | -0.3 | -2.4 | 0.0 | -0.5 | 3.2 | 2.4 | 6.1 | 9.7 | 3.9
COc1ccc(C(=O)N/N=C/c2cc3ccccc3[nH]c2=S)cc1 | 89.0 | 2.5 | 0.8 | 11.3 | -4.7 | 4.8 | -3.0 | -8.6 | -7.6 | -1.5
NC(=O)CSc1nnc(NC(=O)c2cccc(S(=O)(=O)N3CCCCC3)c2)s1 | 92.0 | 0.0 | -1.4 | -1.6 | -4.2 | 0.6 | 0.1 | 6.4 | -5.7 | 0.5
COc1ccc(Br)cc1C(=O)Nc1ccc(N2CCN(S(C)(=O)=O)CC2)cc1 | 93.0 | 0.5 | -0.3 | 15.3 | 11.7 | -1.5 | 0.8 | 12.5 | 11.2 | -3.5
CCSC1=C(C#N)C(c2ccc(OC)c(OC)c2)CC(=O)N1 (stereo not drawn) | 99.0 | 0.6 | -2.2 | 10.9 | -1.9 | 1.0 | -1.4 | 0.3 | -3.1 | -2.5
Cc1ccccc1CN1C[C@@H]2C[C@@H](c3cn[nH]c3-c3ccc(F)cc3)N3CCC[C@@]23C1=O | 103.0 | 0.0 | -0.2 | -4.8 | 3.5 | -2.4 | 0.0 | 25.7 | 4.8 | -3.1
CC1CC(C)CN(C(=O)CSc2nc(Cc3cccs3)nc3ccccc23)C1 (stereo not drawn) | 95.0 | 0.0 | 1.5 | 47.6 | -1.1 | -11.5 | 2.0 | 2.7 | 5.0 | -2.4
N#CCc1ccc(C(=O)c2ccccc2F)s1 | 91.0 | 0.4 | 0.9 | 0.1 | 0.8 | -0.3 | 1.4 | 0.2 | 7.5 | 3.7
Cc1ccc(NC(=O)c2cc([N+](=O)[O-])ccc2N2CCOCC2)cc1C | 96.0 | -0.3 | 1.4 | 0.1 | 0.9 | -4.1 | -1.7 | 6.5 | -0.4 | -0.8
Cc1nc2ccccc2n1CC(=O)N/N=C\c1ccccn1 | 107.0 | 0.9 | -0.9 | 7.5 | 5.9 | 1.1 | 0.3 | 0.6 | 4.5 | -0.8
COc1cc(CNCCc2ccccc2)cc(Cl)c1OCc1ccccc1 | 94.0 | 0.6 | -0.8 | -31.1 | 19.6* | -4.1 | 13.5* | 3.8 | 14.4 | 98.8*
O=C(NCc1ccccc1)c1csc2c1CCCCC2 | 91.0 | 0.0 | 0.5 | -7.7 | -1.3 | 0.6 | -1.6 | -1.7 | -5.7 | -0.4
Cc1cc(C)n(-c2ccc(C(=O)NCC(=O)Nc3cc(Cl)ccc3Cl)cc2)n1 | 104.0 | -0.2 | -1.8 | -2.3 | -8.5 | 2.8 | 0.8 | 1.5 | -2.6 | 11.0
O=C(NCc1cccs1)c1cccnc1C(=O)O | 96.0 | -0.2 | 1.8 | 2.7 | -2.1 | 0.8 | 0.3 | 5.6 | 1.6 | -1.2
CCn1c(CCNC(=O)c2ccc(Cl)cc2)n[nH]c1=S | 114.0 | 0.0 | -1.2 | -3.7 | -2.8 | 0.7 | -0.4 | -1.0 | -6.2 | 4.5
O=C(COC(=O)c1ccc(S(=O)(=O)C(F)F)cc1)NC(=O)NC1CCCCC1 | 94.0 | 0.9 | -0.2 | -5.3 | -8.4 | 3.1 | 0.0 | 12.6 | 6.5 | 2.3
NC(=O)c1cccc(-c2cnc(N)c(C(=O)c3cccnc3)n2)c1 | 127.0 | -0.1 | -0.3 | 45.5 | 3.5 | -10.7 | 0.3 | -15.5 | 5.2 | -4.4
CCOC(=O)c1sc(N2C(=O)C(O)=C(C(=O)c3ccco3)C2c2ccc(C)o2)nc1C (stereo not drawn) | 104.0 | 0.0 | -0.2 | 5.5 | 8.2 | -2.0 | 1.1 | 1.7 | 4.0 | -15.4
Fc1ccccc1N1CCN(C2CCCN(Cc3ccccc3C(F)(F)F)C2)CC1 (stereo not drawn) | 99.0 | 0.0 | 0.0 | -6.8 | -1.9 | -0.8 | 2.7 | 0.9 | 3.1 | 16.1
CN(N)c1nc(C(F)(F)F)nc2ccccc12 | 88.0 | 0.0 | 1.2 | 0.0 | 5.1 | -3.0 | -1.0 | -2.1 | 5.0 | 1.3
O=C(Cc1ccc(S(=O)(=O)N2CCOCC2)s1)Nc1cc(Cl)ccc1Cl | 98.0 | -0.2 | -0.6 | 8.0 | 3.5 | -2.9 | -1.0 | 1.0 | -8.0 | -1.5
CCN(CC)S(=O)(=O)c1cccc(NC(=O)COC(=O)/C=C/c2ccco2)c1 | 100.0 | -0.6 | 0.6 | -8.7 | -0.9 | 1.5 | -3.8 | -3.2 | -5.2 | 2.1

Quoted from the listing:
O=C(COc1ccc(Cl)cc1)Nc1ccc2c(c1)CCC2 | HTR2A ag = 2.0
CCn1c(CCNC(=O)c2ccc(Cl)cc2)n[nH]c1=S | hiPSC survival = -1.2
